Pol beta inh: qHTS Assay for Inhibitors of DNA Polymerase Beta; 340,000 tested, 1.3% active; Potency, µM (titrated, usually from 114 µM), without a hit: at the highest dose activity change, negative = inhibition, actives largely listed as inhibitors; P06746; AID 485314, 2010; Pol beta primer extension/strand displacement, fluorescence kinetic; note: potency is the fitted concentration of half-maximal effect; % is set by controls: 0 for no effect and ±100 for the full control effect
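10 nM enzyme + cpd, 15 min RT; start with substrate 50 nM final; read 0 min and after 10 min RT. Corrected, normalized data; 4-parameter Hill curve fit.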
BLM helicase inh: qHTS Assay for Inhibitors of Bloom's syndrome helicase (BLM). recombinant BLM DNA unwinding, fluorescence dequenching. Potency, µM (top dose mostly 56.1 µM), for the others: top-dose activity change, negative = inhibition, most hits filed as inhibitors. 350,000 tested, 0.2% active;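 note: potency is the fitted concentration of half-maximal effect; plate controls were vehicle for no effect and no enzyme for full effect; nearly all actives have a fitted effect of over 35% in size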
Target sequence (P54132 whole entry, looked up): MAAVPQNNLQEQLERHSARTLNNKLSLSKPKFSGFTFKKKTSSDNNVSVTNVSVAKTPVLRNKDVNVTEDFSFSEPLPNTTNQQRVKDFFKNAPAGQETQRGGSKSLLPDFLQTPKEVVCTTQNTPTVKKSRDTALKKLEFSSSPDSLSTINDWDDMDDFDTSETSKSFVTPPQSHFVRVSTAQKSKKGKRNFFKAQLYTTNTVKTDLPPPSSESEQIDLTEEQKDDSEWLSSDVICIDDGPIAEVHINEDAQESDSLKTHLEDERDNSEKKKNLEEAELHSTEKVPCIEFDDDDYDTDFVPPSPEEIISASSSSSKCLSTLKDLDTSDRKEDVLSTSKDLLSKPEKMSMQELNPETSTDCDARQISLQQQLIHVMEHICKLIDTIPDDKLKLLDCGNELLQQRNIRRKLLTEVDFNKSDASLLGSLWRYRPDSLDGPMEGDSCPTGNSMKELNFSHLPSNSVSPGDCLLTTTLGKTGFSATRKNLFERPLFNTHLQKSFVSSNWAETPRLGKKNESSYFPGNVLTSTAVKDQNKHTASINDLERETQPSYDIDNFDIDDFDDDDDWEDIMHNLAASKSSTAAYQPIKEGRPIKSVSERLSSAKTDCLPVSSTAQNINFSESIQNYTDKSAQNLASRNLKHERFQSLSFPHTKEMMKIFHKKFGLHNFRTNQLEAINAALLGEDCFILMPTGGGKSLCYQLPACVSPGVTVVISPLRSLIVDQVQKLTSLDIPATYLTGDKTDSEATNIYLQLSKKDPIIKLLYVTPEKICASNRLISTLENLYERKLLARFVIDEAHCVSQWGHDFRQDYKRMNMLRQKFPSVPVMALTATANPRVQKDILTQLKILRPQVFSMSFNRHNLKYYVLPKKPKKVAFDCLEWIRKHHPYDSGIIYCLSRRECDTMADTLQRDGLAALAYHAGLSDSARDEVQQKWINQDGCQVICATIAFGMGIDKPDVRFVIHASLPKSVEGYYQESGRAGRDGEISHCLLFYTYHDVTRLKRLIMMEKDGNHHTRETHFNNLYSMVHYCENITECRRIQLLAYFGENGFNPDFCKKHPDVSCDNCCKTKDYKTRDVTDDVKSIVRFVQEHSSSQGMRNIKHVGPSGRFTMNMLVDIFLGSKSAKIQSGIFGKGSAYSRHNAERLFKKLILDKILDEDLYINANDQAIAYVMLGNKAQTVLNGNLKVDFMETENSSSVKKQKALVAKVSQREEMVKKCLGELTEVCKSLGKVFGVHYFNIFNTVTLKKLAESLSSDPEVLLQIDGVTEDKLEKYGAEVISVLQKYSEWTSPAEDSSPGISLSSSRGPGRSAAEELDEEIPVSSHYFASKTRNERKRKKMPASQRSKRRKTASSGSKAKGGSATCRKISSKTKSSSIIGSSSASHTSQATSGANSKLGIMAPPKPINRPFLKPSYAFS
POLH inh: qHTS for Inhibitors of Polymerase Eta; 390,000 tested, 1.2% active; AID 588591, 2011; recombinant Pol eta, fluorescent DNA replication assay; DNA polymerase eta (Homo sapiens), Q9Y253; Potency, µM (titrated, usually from 114 µM), for the others: at the highest dose activity change, negative = inhibition, hits mostly inhibitors; note: potency is the fitted concentration of half-maximal effect; % is set by controls: 0 for no effect and ±100 for the full control effect
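Pol eta at 10 nM preincubated with compounds 15 min at room temperature; reaction started with fluorescent substrate (50 nM final) and read kinetically at 0 and 10 min.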
Pol iota inh: qHTS for Inhibitors of Polymerase Iota | 390,000 tested, 1% active | Potency, µM (highest dose often 115 µM), inactives show at the highest dose activity, negative = inhibition, actives largely listed as inhibitors | Pol iota fluorescent replication assay, 10 min | DNA polymerase iota (Homo sapiens), Q9UNA4; note: potency is the fitted concentration of half-maximal effect
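Pol iota at 10 nM preincubated 15 min with compounds at room temperature; reaction started with fluorescent substrate, 50 nM final. Fluorescence read kinetically at 0 and 10 min; buffer-only wells as negative control.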
PGK inhibitor: qHTS Assay to Find Inhibitors of Phosphoglycerate Kinase. Phosphoglycerate kinase, glycosomal (Trypanosoma brucei brucei), P07378. PGK/GAPDH coupled, Kinase-Glo luminescence, 60 min. Potency, µM (doses to about 57.5 µM), inactives show top-dose activity change, negative = inhibition, usual class: inhibitors. 380,000 tested, 0.043% active; note: potency is the fitted concentration of half-maximal effect; % is set by controls: 0 for no effect and ±100 for the full control effect; nearly all actives have a fitted effect of over 60% in size
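Luminescent ATP detection (Kinase-Glo Plus) follows a 60-minute room-temperature incubation, with wells lacking PGK as controls. Buffer: 100 mM TEA (pH 7.6), 5 mM MgCl2, 0.01% Tween-20. Coupling enzyme GAPDH (100 nM final) supplies unstable 1,3-BPG in-well.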
APE1 inh: qHTS Assay for Inhibitors of the Human Apurinic/apyrimidinic Endonuclease 1 (APE1); DNA repair nuclease/redox regulator APEX1 (Homo sapiens), P27695; recombinant APE1, TAMRA/BHQ-2 abasic DNA cleavage fluorescence; 350,000 tested, 0.35% active; Potency, µM (titrated, usually from 65.8 µM), inactives show at the highest dose activity change, negative = inhibition, hits mostly inhibitors;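 note: potency is the fitted concentration of half-maximal effect; plate controls were vehicle for no effect and reference inhibitor for full effect; nearly all actives have a fitted effect of over 55% in size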
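APE1 at 0.75 nM final was preincubated with compound 15 min at room temperature, then 50 nM double-stranded THF abasic-site substrate (5'-TAMRA/3'-BHQ-2) was added. Fluorescence (ex 525/em 598 nm) was read kinetically; third-minus-first read gave activity.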
RXFP1 antag: qHTS Assay for Antagonists of the Relaxin Receptor RXFP1; 350,000 tested, 0.59% active; HEK293-RXFP1, relaxin-stimulated cAMP HTRF, 30 min; active compounds read low; activity change, negative = inhibition, % at 57.5 µM; Relaxin receptor 1 (Homo sapiens), Q9HBX9;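 active = activity change of -60% or lower, but not beyond a set lower limit; inconclusive = change between -60% and -40%, or beyond the set limit; inactive = change above -40%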; note: % is set by controls: 0 for no effect and ±100 for the full control effect
POLK inh: qHTS for Inhibitors of Polymerase Kappa | DNA polymerase kappa (Homo sapiens), Q9UBT6 | purified Pol kappa, fluorescent DNA synthesis assay, 10 min | Potency, µM (highest dose often 107 µM), inactives show top-dose activity, negative = inhibition, hits mostly inhibitors | 400,000 tested, 0.53% active | AID 588579, 2011; note: potency is the fitted concentration of half-maximal effect; % is set by controls: 0 for no effect and ±100 for the full control effect
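Inhibition of 10 nM Pol kappa is measured by a fluorescent read-out at 0 and 10 min following addition of 50 nM substrate (final), with a 15-min room-temperature compound preincubation.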
Apoferritin bind: qHTS Assay for Identification of Novel General Anesthetics | apoferritin/1-aminoanthracene competitive binding, fluorescence | Potency, µM (doses to about 77.5 µM), for inactives: top-dose activity change, negative = displacement, most hits filed as inhibitors | Ferritin light chain (Equus caballus), P02791 | 350,000 tested, 0.074% active | AID 485281, 2010; note: potency is the fitted concentration of half-maximal effect; % is set by controls: 0 for no effect and ±100 for the full control effect; nearly all actives have a fitted effect of over 20% in size
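Concentration-response curves derived by four-parameter Hill fitting of normalized fluorescence, where compounds displaced 1-AMA from 10 uM horse apoferritin following a brief 10 min room-temperature incubation; propofol titration acted as positive control.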
Active calls of the source: *; i = inactive; ? = inconclusive; / = not tested or not shown; & = joins results of further samples; [ ] = remark or other dose. Unless noted, calls come from the whole dose curve; as a rule, active = well fitted curve in the direction sought with a large enough effect; inconclusive = small, poorly fitted or top-dose-only effect, or another doubt; inactive = no such curve, though single readings can be large; an effect the other way counts as inactive or inconclusive. A portion of the library. The share of hits here may be higher or lower than overall.

Second line of a record: Pol beta inh | BLM helicase inh | POLH inh | Pol iota inh | PGK inhibitor | APE1 inh | RXFP1 antag | POLK inh | Apoferritin bind
- CC[C@]1(C(=O)OC)[C@H]2C(=O)N(C)C(=O)[C@H]2[C@H]2CN=C(SCc3ccc(Cl)cc3)N21
  / | / | -1% | -18% | -3% | 0% | / | -6% | /
- c1cnc(N2CCN(c3nc4ccccc4n4cnnc34)CC2)nc1
  2% | -2% | -2% | -5% | -2% | 0% | -8 | -13% | -9%
- COc1cccc(NC(=O)N(Cc2ccco2)C(C)c2cccs2)c1 (stereo not given)
  3% | -6% | -8% | 11% | 4% | 0% | 8 | -10% | ?
- CC(=O)N1CCOc2ccc(S(=O)(=O)NCC3CCC(C(=O)Nc4ccc(C)cn4)CC3)cc21 (stereo not given)
  37% | 2% | -2% | 5% | -3% | 4% | ? | -8% | -13%
- C=CCc1cccc2cc(C(=O)NC3CCCCC3)c(=O)oc12
  1% | -8% | 4% | 5% | 4% | 6% | 3 | -13% | -16%
- O=C(c1cnn2c(C(F)F)cc(-c3ccccc3)nc12)N1CCN2CCCC2C1 (stereo not given)
  1% | 3% | -12% | 8% | 1% | -1% | 7 | -5% | 6%
- O=C(CNS(=O)(=O)c1ccc(Br)s1)N1CCN(c2ncccn2)CC1
  -1% | -2% | -3% | 6% | 4% | 0% | / | -11% | -7%
- O=C(Oc1cccc(C(=S)N2CCOCC2)c1)c1cc([N+](=O)[O-])cc([N+](=O)[O-])c1
  -1% | 0% | -2% | -3% | -3% | 5% | -10 | -16% | ?
- Cn1c(=NC(=O)c2ccccc2[N+](=O)[O-])sc2cccc(F)c21
  6% | -1% | -5% | 3% | -1% | 2% | 0 | 6% | -1%
- COc1ccc(N(C(=O)CNC(=O)c2ccco2)C(C(=O)NC2CCCCC2)c2ccncc2)cc1 (stereo not given)
  57% | 1% | -3% | 20% | 1% | -4%[12.4 µM] | -13 | -1% | 3%
- Cc1cc(C)c(C#N)c(N2CCCC(C(N)=O)C2)n1 (stereo not given)
  11% | -1% | 1% | 17% | 6% | -1% | -4 | -2% | -10%
- CC1=C(C(=O)Nc2ccccc2)C(c2ccc(C)cc2)N=C(Nc2nc3ccccc3o2)N1 (stereo not given)
  2% | -3% | 7% | ? | -1% | 14% | -15 | 9% | -8%
- CCCCN(C)CCNC(=O)c1cc(-c2cccnc2)nc2ccc(S(=O)(=O)N3CCC(C)CC3)cc12
  -7%&0% | -6%&-10% | -11%&-9% | -1%&10% | -7%&10% | 49% | 13&-3 | 0% | ?
- CCN(CC)c1ccc(-c2nc3cnccn3c2NC2CCCC2)cc1
  0% | -9% | -11% | 20% | -6% | -1% | -5 | -17% | -1%
- COc1ccc(-c2nnsc2N2C(=O)c3ccccc3C2=O)cc1
  1% | -1% | -17% | 25% | -7% | -10% | -19 | -8% | 3%
- CCOC(=O)c1c(-c2ccc(C)o2)csc1NC(=O)CN1CCC(C(N)=O)CC1
  -26% | 0% | -9% | 1% | i | -5% | -23 | -9% | -12%
- O=C(CCN1CCCC1Cc1ccccc1)c1ccc2c(c1)OCCO2 (stereo not given)
  0% | -7% | -13% | ? | i | 3% | / | 0% | -17%
- COc1cccc(CNC(=O)c2cnc3c(-c4ccc(F)cc4)c(C)nn3c2C)c1
  21% | -3% | -17% | 0% | -1% | / | -22 | 19% | -3%
- Cc1ccccc1N(C(=O)c1snc(C(N)=O)c1N)C(C(=O)NC1CCCC1)c1ccco1 (stereo not given)
  51% | -6% | -6% | 9% | 2% | 3% | -21 | 0% | 4%
- COC(=O)c1ccc(NC(=O)CC2C(=O)N(c3ccc(F)cc3)C(=O)N2Cc2ccc(OC)cc2)cc1 (stereo not given)
  5% | -4% | -16% | -9% | -7% | / | -5 | 2% | -7%
- Cc1ccc(CNC(=O)CCNS(=O)(=O)c2cccs2)cc1
  35% | 0% | -23% | 29% | 3% | 13% | / | -7% | -11%
- CCc1ccc(NC(=O)c2cnn(-c3ccccc3)c2C)cc1
  -23% | 5% | -11% | 58%[activator] | -5% | 11% | -6 | 0% | 2%
- CCCCC(=O)Nc1cccc(NC(=O)C(C)C)c1
  14% | 1% | -14% | 22% | -12% | 2% | 5 | -7% | -8%
- Cc1cc(C)nc(NS(=O)(=O)c2ccc(NC(=O)COc3ccc(C(C)(C)C)cc3)cc2)n1
  1% | -7% | -12% | 3% | 3% | / | -86* | -15% | ?
- Cc1ccc(S(=O)(=O)NCCc2ccncc2)cc1C
  -29% | 0% | -23% | 113%[activator] | -8% | 0% | 0 | 0% | ?
- CSCCC(NC(=O)C1CCCCC1)c1nc2ccccc2[nH]1 (stereo not given)
  5% | 3% | -10% | 39%[activator] | 0% | 0% | 15 | -9% | 10%
- CC(C)c1ccc(NC(=O)/C(C#N)=C/c2ccncc2)cc1
  15% | -6% | -13% | 29% | 1% | -20% | -10 | -1% | ?
- CCOC(=O)c1c(C)nc2sc3c(c2c1-c1ccc(OC)cc1)NC(c1ccccc1)NC3=O (stereo not given)
  21% | 0% | -15% | -5% | -2% | 3% | 19 | -18% | -12%
- CCC(=Cc1ccc(CC)cn1)CC
  5% | 2% | -19% | 54%[activator] | 0% | 79%[activator] | -9 | 5% | 7%
- COC(=O)c1ccccc1NC(=O)c1ccc2c(c1)OCCCO2
  24% | -8% | -12% | 13% | i | -14% | -15 | 5% | -15%
- O=C(c1ccc([N+](=O)[O-])cc1)N(Cc1cccs1)C1CCS(=O)(=O)C1 (stereo not given)
  38% | -14% | -1% | 14% | -6% | 2% | 2 | -17% | -7%
- CCOc1ccc(CNC(=O)C2=Cc3cccc(OC)c3OC2)cc1
  21% | 1% | -19% | 22% | -7% | / | 5 | -14%[60.1 µM] | -10%
- Cc1cc(C)c(NC(=O)CN2C(=O)NC3(CCCCC3)C2=O)c(Cl)c1
  18% | 2% | 1% | -9%[58.9 µM] | -6% | 0% | 21 | -8% | -19%
- CCOc1ccc(-c2c(C(=O)N/N=C/c3ccc(OC)cc3)nnn2-c2nonc2N)cc1
  -19% | -1% | -4% | 105%[activator] | 10% | -7% | -7 | -7% | 1%
- CCOC(=O)c1c(NCc2ccc3c(c2)OCO3)c2ccccc2[nH]c1=O
  -24% | 2% | -13% | 11% | -2% | -4% | 22 | -14% | -12%
- CCn1c(SCC(=O)Nc2ccc3c(c2)OCCO3)nnc1-c1ccccn1
  38% | 0% | -7% | 20% | i | 0% | 0 | 0% | -15%
- O=C(CNS(=O)(=O)c1ccccc1)OCC(=O)c1ccccc1Cl
  17% | 0% | -4% | 29% | -3% | 53%[activator] | 7 | 3% | -23%
- Cc1c(NC(=O)c2csc3c2CCCC3)c(=O)n(-c2ccccc2)n1C
  1% | 1% | -8% | 42%[activator] | -1% | 8%[12.4 µM] | 8 | -1% | -3%
- Cn1c(/C=C/c2ccc([N+](=O)[O-])o2)nc2ccccc2c1=O
  ? | -14% | ? | ? | -2% | -4% | 4 | -9% | -11%
- Cc1ccc2c(CC(=O)NNC(=O)c3ccncc3)coc2c1
  / | / | 40µM* | ? | -9% | -6% | 25 | -23% | /
- CCc1cccc(Nc2c3c(nc4ncnn24)CCC3)c1
  -9% | 0% | -11% | 26% | 7% | 2% | -8 | 4% | -15%
- COc1ccccc1CNC(=O)C1CCC(CNc2c(N3CCCCC3)c(=O)c2=O)CC1 (stereo not given)
  -18% | -1% | -2% | 7% | 2% | -1% | -7 | 2% | -11%
- Cc1oc(-c2ccccc2F)nc1CS(=O)(=O)CC(=O)N1CCCCCC1
  -2% | 2% | 1% | 20% | 1% | -4% | 5 | -21% | -7%
- CCCc1ccc(OCC(O)CN2CCc3ccccc3C2)cc1 (stereo not given)
  31% | -4% | ? | 4% | -1% | ? | -20 | -9% | -23%
- Cc1c(NS(=O)(=O)c2cc(C(=O)N(C)Cc3ccccc3)ccc2Cl)c(=O)n(-c2ccccc2)n1C
  / | / | 1% | 79%[activator] | 10% | 22% | -9 | -14% | /

Structural class, those above with a cyano group.
Second line of a record: Pol beta inh | BLM helicase inh | POLH inh | Pol iota inh | PGK inhibitor | APE1 inh | RXFP1 antag | POLK inh | Apoferritin bind
- Cc1cc(C)c(C#N)c(N2CCCC(C(N)=O)C2)n1 (stereo not given)
  11% | -1% | 1% | 17% | 6% | -1% | -4 | -2% | -10%
- CC(C)c1ccc(NC(=O)/C(C#N)=C/c2ccncc2)cc1
  15% | -6% | -13% | 29% | 1% | -20% | -10 | -1% | ?

The list continues:
Second line of a record: Pol beta inh | BLM helicase inh | POLH inh | Pol iota inh | PGK inhibitor | APE1 inh | RXFP1 antag | POLK inh | Apoferritin bind
- O=C(CCC1CCN(Cc2ccc(C#CCCO)cc2)CC1)NC1CC1
  40% | -11% | -3% | 9% | -5% | -3% | -1 | 2% | -3%
- CCc1cc(=O)oc2c3c(cc(OCC(=O)NCCC(=O)O)c12)OC(C)(C)CC3
  ? | 2% | 6% | -17% | 2% | -3% | 4 | -6% | -3%
- Cc1cccn2c(=O)nc(SCC(=O)N3CCCCCC3)nc12
  / | / | -14% | 3% | -2% | -10% | 17 | 10% | /
- COc1cccc(C(=O)/C=C/Nc2ccc(S(=O)(=O)Nc3cnc4ccccc4n3)cc2)c1
  3% | -26% | 16µM* | ? | -12% | -2% | 1 | -14% | 12%
- COc1cc(C(=O)Oc2cc(C)cc(C)c2)cc(OC)c1OC
  23% | 3% | -17% | 11% | 2% | -3% | -6 | -13% | 1%
- COc1ccc(NC(=O)CSc2nc(N)cc(N)n2)cc1S(=O)(=O)N1CCCCC1
  / | / | -14% | 3% | i | 13% | 5 | 12% | /
- CCOC(=O)C1CCN(c2ncnc3c2c(-c2ccccc2)cn3-c2cccc(C)c2)CC1
  30% | -6% | -10% | 49%[activator] | 2% | / | 2 | -9%[60.1 µM] | 63%[activator]

From PubChem
